Source: PubChem BioAssay
AmpC det inh – AmpC beta-lactamase inhibition, detergent assay | P00811 | purified AmpC, nitrocefin hydrolysis with detergent | Potency, µM (series often up to 28.7 µM), for the others: top-dose activity change, negative = inhibition | hit rate 0.09% among 71,000; active = well fitted curve in the direction sought with a large enough effect
Target sequence (P00811 whole entry, looked up): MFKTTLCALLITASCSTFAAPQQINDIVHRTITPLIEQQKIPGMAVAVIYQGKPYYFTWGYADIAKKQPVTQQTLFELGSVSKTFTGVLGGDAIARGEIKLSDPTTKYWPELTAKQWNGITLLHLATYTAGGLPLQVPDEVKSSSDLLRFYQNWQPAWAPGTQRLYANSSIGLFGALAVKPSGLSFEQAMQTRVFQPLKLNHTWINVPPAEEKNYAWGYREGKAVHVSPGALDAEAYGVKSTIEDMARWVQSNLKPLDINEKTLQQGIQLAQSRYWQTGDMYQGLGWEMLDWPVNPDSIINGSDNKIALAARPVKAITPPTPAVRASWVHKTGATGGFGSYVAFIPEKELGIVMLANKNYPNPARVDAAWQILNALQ
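E. coli AmpC (5.3 nM) in 20 mM phosphate pH 7.0 with 0.01% Triton X-100, preincubated 15 min RT with compound; nitrocefin (2 uL of 800 uM stock) hydrolysis followed by 480 nm absorbance every 20 s over 4 min.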
Numbers without * were called inactive; & = joins results of further samples; [ ] = dose if it differs, or a comment. % is scaled to controls: 0 for no effect and ±100 for the full control effect; potency is read from the fitted curve at half-maximal effect. Not all compounds are listed; count on the stated rates, not on these rows.

no.	SMILES	AmpC det inh
1	CCCCOc1ccc(Cl)cc1CSc1nnc(CC)n1N	-7.1%
2	O=S1(=O)N=C2CCCCCN2C(c2ccncc2)N1 (configuration not stated)	-1.6%
3	COc1ccccc1NC(=O)c1cc(S(=O)(=O)N2CCC3(CC2)OCCO3)ccc1F	-1.0%
4	N#CC(C(=O)CCN1C(=O)C2CC=CCC2C1=O)c1nc2ccccc2[nH]1 (configuration not stated)	0.7%
5	CCOc1ccccc1NC(=O)Cn1cnc2c(cnn2-c2ccc(C)c(C)c2)c1=O	7.6%
6	CC1=CC(=C2C(=O)c3ccccc3C2=O)C=C(C)O1	-1.5%
7	O=C(Nc1ccn(Cc2ccc(Cl)cc2)n1)c1ccc2c(c1)OCO2	-0.4%
8	CC1CCc2c(sc(N)c2C(N)=O)C1 (configuration not stated)	1.9%
9	COC(=O)CS(=O)(=O)c1ccc2c(c1)CC(=O)N2	-1.7%
10	N#Cc1cccc(-c2nc(N3CCNCC3)c3ccccc3n2)c1	11.3%
11	Cc1cc(C)n2nc(SCc3cc(=O)n4ccccc4n3)nc2n1	-1.2%
12	O=C(Nc1ccc2nn(-c3ccccc3)nc2c1)c1cccs1	-0.6%
13	COc1ccc(-c2cn3ccccc3n2)cc1OC	0.1%
14	CC(O)/C=C/c1cccc[n+]1C (configuration not stated)	-3.1%
15	O=P(COCCO)(c1ccccc1)c1ccccc1	-1.9%
16	C[C@@]1(C(=O)O)NCCc2cc(O)c(O)cc21	-1.8%
17	C=CCNC(=O)CN1CCC(O)(c2ccc(F)cc2)CC1	-4.9%
18	O=C(CN1CCCCCC1)Nc1cccc2c1OCO2	10.7%
19	COc1ccc(C(=O)Nc2ccc(S(=O)(=O)N3CCCCC3)cc2)cc1OC	-1.2%
20	Cc1ccc(C)n1C1CCS(=O)(=O)C1 (configuration not stated)	-1.4%
21	C[C@@H](C(=O)Nc1ccc2ccccc2c1)[C@H]1C[C@]1(C)[C@H](NS(=O)(=O)c1ccc2ccccc2c1)c1ccccc1	1.1%
22	C[C@@](N)(Cc1ccc(O)cc1)C(=O)O	-0.1%&-1.9%
23	Cc1cc(NS(=O)(=O)c2ccc(N)cc2)no1	8.6%
24	COc1cc(SC)ccc1C(=O)NCCCOC(C)C	-2.7%
25	CCCn1c(C)nc2c(N3CCCN(Cc4ccccc4)CC3)nc(C)nc21	14.6%
26	COCC(=O)N1CCC2(CCCN(C(=O)Nc3ccccc3)C2)CC1	0.0%
27	COc1cc2nc(CN(C)CC(=O)Nc3ccc(N4CCOCC4)cc3)[nH]c(=O)c2cc1OC	1.3%
28	COc1cccc(CNC(=O)Cn2cc3c(n2)CCCCC3)c1	3.3%
29	O=C(CSc1nc2c(c(=O)n1-c1ccc(F)cc1)SCC2)N1CCCC1	-2.3%
30	O=C(c1nsc(Cl)c1Cl)N1CCCCC1	-0.1%
31	CC(C)Oc1ccc(C(=O)Nc2ccc(N3CCCC3)cc2)cc1	0.7%
32	Cc1cccc(C)c1Nc1nc2ccccc2o1	10.2%
33	O=C(COc1ccc(S(=O)(=O)NCCc2ccccc2)cc1)N1CCCC1	-3.3%
34	CC(Oc1ccc(NC(=O)c2ccco2)cc1)C(=O)N1c2ccccc2CC1C (configuration not stated)	0.3%
35	Cc1noc(C)c1C(=O)OCC(=O)NCCc1ccc(Cl)cc1	-3.2%
36	CCN(CC)CCNC(=O)c1cn(CC)c2ccc(S(=O)(=O)N(C)C)cc2c1=O	13.1%

Arranged by molar mass (rising): part of the list above.
no.	SMILES	AmpC det inh
30	O=C(c1nsc(Cl)c1Cl)N1CCCCC1	-0.1%
28	COc1cccc(CNC(=O)Cn2cc3c(n2)CCCCC3)c1	3.3%
33	O=C(COc1ccc(S(=O)(=O)NCCc2ccccc2)cc1)N1CCCC1	-3.3%

(continued)
no.	SMILES	AmpC det inh
37	Cn1c(=O)cc(SCC(=O)NCc2cccnc2)c2ccccc21	5.2%
38	COc1cccc(CNC(=O)c2cc3ccccn3n2)c1	5.1%
39	CCOC(=O)CCC(=O)OCC(=O)NC(C)C1CC2CCC1C2 (configuration not stated)	0.8%
40	COc1ccc(C(=O)CCN(C)C)c2ccccc12	-4.0%[5.75 µM]
41	c1ccc2c(CNCCN3CCOCC3)cccc2c1	-4.9%
42	Cc1ccccc1[N+](=O)[O-]	7.6%
43	O=C(NCc1ccco1)c1nc2ncccn2n1	-2.8%
44	Cc1nnc(C)n1/N=C/c1cccc(Oc2ccccc2)c1	-1.6%
45	COc1ccc(/C(O)=C2/C(=O)C(=O)N(CCCN(C)C)C2c2ccc(Cl)cc2)cc1OC (configuration not stated)	5.7%
46	COc1ccc(C(=O)CN2C(=O)NC3(CCCc4ccccc43)C2=O)cc1OC (configuration not stated)	-5.9%
47	Cc1ccccc1NS(=O)(=O)c1cc(C(=O)N2CCCC2)ccc1C	-2.6%
48	COc1cc(SC)ccc1C(=O)N1CCCCCC1	6.6%
49	COc1ccc(-c2nnc(SCc3nnc(-c4ccccc4)o3)n2-c2ccccc2)cc1	1.1%
50	N=c1ccn(Cc2ccc(Cl)cc2)cc1	-1.3%
51	Brc1ccc(-c2nnc3sc(CNC4CCCC4)cn23)cc1	10.4%
52	Cc1ccc2[nH]c(=O)c(CN(Cc3nnnn3C3CCCC3)C3CCCCC3)cc2c1	15.1%
53	NC(=O)CSc1nc2sc3c(c2c2ncnn12)CCCC3	11.5%
54	Cc1ccc(CCNC(=O)CS(=O)Cc2nc(-c3cccc(C)c3)oc2C)cc1 (configuration not stated)	8.7%
55	CC1CCN(S(=O)(=O)c2ccc(NC(=O)CN3CCN(C)CC3)cc2)CC1	25.4%
56	COc1ccc(Nc2ncc3c(n2)CC(c2ccccc2)CC3=O)cc1 (configuration not stated)	0.1%
57	COc1ccc(Cl)cc1NC(=O)CSc1nnc(COc2ccccc2)n1N	-1.9%
58	c1ccc(-c2csc(N3CCN(c4ccccn4)CC3)n2)cc1	-4.3%
59	CCCc1nc(S(=O)(=O)Cc2ccc(Cl)cc2Cl)n[nH]1	-2.9%
60	CC(C)CCn1nnnc1C(c1ccc(N(C)C)cc1)N1CCN(C(=O)c2ccco2)CC1 (configuration not stated)	0.0%
61	COC(=O)c1cc(COc2ccc3ccc(=O)oc3c2)c(C)o1	-1.1%
62	CCOC(=O)N1CCN(C(=O)c2ccc3c(=O)n(-c4ccc(OC)cc4OC)c(=S)[nH]c3c2)CC1	7.4%
63	Cc1nnc2ccc(N3CCN(c4ccccn4)CC3)nn12	14.8%
64	Cc1ccc(C(=O)C2CCN(CC(=O)Nc3ccc4c(c3)OCCO4)CC2)cc1	7.4%
65	N[C@@]12CCc3nonc3[C@]1(O)CC(c1ccccc1)=[N+]2[O-]	-2.7%
66	CN1CCN(c2ncc3nc(-c4ccc(Cl)cc4)c(=O)n(Cc4ccc(F)cc4)c3n2)CC1	1.8%
67	CNC(=O)C1CCCN1S(=O)(=O)c1ccc(OC)cc1 (configuration not stated)	-6.4%
68	Clc1c(-c2nnc3n2CCC3)sc2ccccc12	-1.9%
69	CC1(C)OC(=O)C2(Cc3ccccc3N3CCCCC32)C(=O)O1 (configuration not stated)	1.7%
70	O=C(CSc1nnc(C2CC2)n1Cc1ccccc1)N1CCN(S(=O)(=O)c2ccccc2)CC1	6.3%
71	CCCOc1ccccc1N1C(=O)CC(N2CCOCC2)C1=O (configuration not stated)	8.5%
72	CC(CCO)Nc1nc2c(c(=O)n(C)c(=O)n2C)n1Cc1cccc(Br)c1 (configuration not stated)	-5.3%
73	CCOC(=O)c1ccc(Nc2ccc(-c3ccc(OC)c(OC)c3)nn2)cc1	-3.7%
74	Cc1cccc2sc(N)nc12	8.1%
75	Cc1cc(Cl)ccc1OCCCC(=O)Nc1cccnc1	-1.4%
76	Cc1nc(SCC(=O)Nc2cc(C)on2)c2c3c(sc2n1)CCCC3	-1.3%
77	N#Cc1c(NC(=O)CSc2ncnc3c2cnn3-c2ccccc2Cl)sc2c1CCCC2	-0.9%
78	Cn1nnnc1SCC(=O)Nc1cc(C(C)(C)C)nn1-c1ccccc1	0.1%
79	Cc1cc(OC(=O)c2ccc(S(=O)(=O)N(C)C)cc2)cc(=O)o1	-7.9%
80	C=C(C)[C@H]1Cc2c(ccc3c2O[C@@H]2COc4cc(OC)c(OC)cc4[C@@H]2C3=O)O1	5.2%
81	CCCCn1c(SCC(=O)Nc2nnc(C(C)C)s2)nc2c1c(=O)n(C)c(=O)n2C	9.3%
82	Cn1c(=O)[nH]c(=O)c2c1nc(CN1CCN(c3ccc(F)cc3)CC1)n2CCN1CCOCC1	-3.0%
83	COc1cccc(Nc2ncc3nc(-c4ccc(F)cc4)c(=O)n(C[C@H]4CCCO4)c3n2)c1	-3.2%
84	c1ccc(-c2nn3c(Cn4nnc5ccccc54)nnc3s2)cc1	-3.0%

Given field by field: four of the compounds above
#81 CCCCn1c(SCC(=O)Nc2nnc(C(C)C)s2)nc2c1c(=O)n(C)c(=O)n2C
  AmpC det inh: 9.3%

#73 CCOC(=O)c1ccc(Nc2ccc(-c3ccc(OC)c(OC)c3)nn2)cc1
  AmpC det inh: -3.7%

#74 Cc1cccc2sc(N)nc12
  AmpC det inh: 8.1%

#76 Cc1nc(SCC(=O)Nc2cc(C)on2)c2c3c(sc2n1)CCCC3
  AmpC det inh: -1.3%

Later entries.
no.	SMILES	AmpC det inh
85	O=C(c1ncn[nH]1)N1CCN(c2nc(-c3ccccc3)cs2)CC1	-1.6%
86	O=C(c1ccc2nc(-c3ccco3)c(-c3ccco3)nc2c1)N1CCC2(CC1)OCCO2	-3.6%
87	Cc1nc2cnc(N(C)C)nc2n(-c2ccccc2)c1=O	2.6%
88	O=C(Nc1ccc(Br)cc1)c1cnccn1	10.7%
89	O=C(NCC1CCCO1)NC1(C(F)(F)F)Oc2ccccc2O1 (configuration not stated)	2.4%
90	CO[C@H]1C=CO[C@]2(C)Oc3c(C)c(O)c4c(O)c(c5c(c4c3C2=O)NC2(CCN(CC(C)C)CC2)N=5)=NC(=O)C(C)=CC=C[C@@H](C)[C@@H](O)[C@@H](C)[C@@H](O)[C@@H](C)[C@@H](OC(C)=O)[C@@H]1C	-3.4%[12.8 µM]
91	O=C(O)c1ccc2cccc(Cl)c2c1O	-4.7%
92	C=CCn1c(SCC(=O)Nc2ccc(C(=O)OC(C)C)cc2)nnc1-c1cccs1	-6.9%
93	COc1cc2nc(CN3CC=C(c4ccccc4)CC3)[nH]c(=O)c2cc1OC	-0.2%
94	Cc1ccc(S(=O)(=O)NCCSc2nnnn2-c2ccc(C(N)=O)cc2)cc1	10.5%
95	OCCN1CCN(CCSc2ccccc2)CC1	-3.3%
96	C/C(Cl)=C/Cn1c(SCc2ccc(Cl)cc2)nc2c1c(=O)[nH]c(=O)n2C	-3.2%

The last 4 compounds of the section before are carried over, then new ones follow:
no.	SMILES	AmpC det inh
93	COc1cc2nc(CN3CC=C(c4ccccc4)CC3)[nH]c(=O)c2cc1OC	-0.2%
94	Cc1ccc(S(=O)(=O)NCCSc2nnnn2-c2ccc(C(N)=O)cc2)cc1	10.5%
95	OCCN1CCN(CCSc2ccccc2)CC1	-3.3%
96	C/C(Cl)=C/Cn1c(SCc2ccc(Cl)cc2)nc2c1c(=O)[nH]c(=O)n2C	-3.2%
97	Cc1cc(=O)oc2cc(NC(=O)CCCC(=O)O)ccc12	11.7%
98	Cc1cc2oc(=O)cc(CN3CCN(S(=O)(=O)c4ccc5c(c4)OCCO5)CC3)c2cc1C	-3.2%
99	CC(C)(CSc1nncn1/N=C/c1ccco1)NS(=O)(=O)c1ccc(Cl)cc1	-3.9%
100	CCOC(=O)N1CCN(CC(=O)Nc2cc(C)nn2-c2nc3ccccc3s2)CC1	-1.5%
101	CCN(CC)c1ccc(NC(=O)CSc2nc(C)cc(=O)[nH]2)cc1	7.7%
102	Cc1cccc(-c2noc(Cc3ccc(Cl)cc3)n2)c1	-1.5%
103	CCOC(=O)c1c(NC(=O)CSc2nnc(CN3CCOCC3)n2C)sc2c1CCCC2	-4.8%
104	CCOC(=O)C1CCCN(c2c(NCCc3ccc(S(N)(=O)=O)cc3)c(=O)c2=O)C1 (configuration not stated)	12.8%
105	CCOC(=O)CSc1nc2ccccc2c(=O)n1CCN1CCOCC1	-0.9%
106	O=C(CSc1nc2c(cnn2-c2ccc(F)cc2)c(=O)[nH]1)N1CCCc2ccccc21	0.8%
107	COC(=O)C1=C(C)N(c2ccc(OC)c(OC)c2)C(=O)C1	1.3%
108	CCCc1nc2oc3c(NCc4ccccn4)ncnc3c2c2c1COC(C)(C)C2	-4.8%
